FLuc inh counter: firefly luciferase enzyme inhibitors, primary screen, artefact control for luciferase-based inhibitor screens, biochemical, luminescence, ATPLite | inhibition, % at 10 µM | 10 min | hit rate 1.5% among 200,000;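 active = inhibition above about 50% when tested at 10 µM, limit read from the data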
bIAP activator: bovine intestinal alkaline phosphatase activators, primary screen, biochemical, bovine IAP, CDP-star luminescence. alkaline phosphatase, intestinal [Bos taurus]. purified bovine IAP, 30 min; stronger effect = higher value; fold of DMSO-control signal, blank-subtracted. activation factor at 20 µM. hit rate 0.17% among 200,000;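 active = activation factor of 2 or more at 20 µM, a signal rise over negative controls twice the positive control's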
TNAP inh noacc: human TNAP enzyme inhibitors, primary screen, biochemical, luminescent, no phosphate acceptor, uHTS; Alkaline phosphatase, tissue-nonspecific isozyme (Homo sapiens), P05186; purified TNAP, CDP-star luminescence, 30 min; inhibition, % at 20 µM; hit rate 0.26% among 200,000; AID 1012, 2008;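 active = tissue-nonspecific alkaline phosphatase inhibition above about 50% at 20 µM in the single-dose screen, limit read from the data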;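 note: 0% = DMSO negative control and 100% = EDTA positive control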
Target sequence (P05186 whole entry, looked up): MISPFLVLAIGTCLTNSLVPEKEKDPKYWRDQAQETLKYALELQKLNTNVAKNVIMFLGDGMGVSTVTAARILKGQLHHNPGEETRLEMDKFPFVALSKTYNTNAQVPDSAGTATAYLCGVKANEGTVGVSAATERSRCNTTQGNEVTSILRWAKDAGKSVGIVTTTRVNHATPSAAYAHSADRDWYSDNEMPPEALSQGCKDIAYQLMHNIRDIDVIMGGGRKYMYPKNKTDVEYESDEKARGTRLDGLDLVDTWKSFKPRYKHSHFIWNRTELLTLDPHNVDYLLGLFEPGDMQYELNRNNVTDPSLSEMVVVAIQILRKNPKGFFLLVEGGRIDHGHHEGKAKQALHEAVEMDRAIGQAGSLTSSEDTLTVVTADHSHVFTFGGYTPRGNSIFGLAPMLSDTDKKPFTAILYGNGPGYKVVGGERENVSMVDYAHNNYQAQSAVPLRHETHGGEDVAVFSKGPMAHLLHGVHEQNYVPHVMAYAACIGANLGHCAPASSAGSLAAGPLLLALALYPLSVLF
bIAP inh: bovine intestinal alkaline phosphatase inhibitors, primary screen, selectivity assay for TNAP inhibitor project, biochemical, bovine IAP, CDP-star luminescence | alkaline phosphatase, intestinal [Bos taurus] | purified bovine IAP, 30 min | inhibition, % at 20 µM | 190,000 tested, under 10 active;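 active = over 50% inhibition of intestinal alkaline phosphatase at 20 µM in the single-dose screen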
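test system = bovine IAP enzyme | medium = DEA buffer 100 mM, pH 9.8, with MgCl2 1.0 mM, ZnCl2 0.02 mM | detection = luminescence | dosing = single compound dose of 20 µM, 2% DMSO final | incubation = 30 min reaction at room temperature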
L major viab: Leishmania major promastigote growth inhibition, primary screen; Leishmania major promastigotes, resazurin fluorescence viability; inhibition, % at 10 µM; hit rate 9% among 200,000; AID 1063, 2008; in the data active = inhibition above about 50%;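 note: promastigotes grown with compound for 44 hours at 28 °C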
TNAP inh hi DEA: human TNAP enzyme inhibitors, primary screen, biochemical, luminescent, high phosphate acceptor level, uHTS. Alkaline phosphatase, tissue-nonspecific isozyme (Homo sapiens), P05186. hit rate 0.03% among 200,000. inhibition, % at 20 µM. purified TNAP, CDP-star luminescence, 1 M DEA;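 active = over 50% inhibition of tissue-nonspecific alkaline phosphatase at 20 µM in the single-dose screen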;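 note: plate controls were DMSO wells for no effect and EDTA-quenched wells as full inhibition for full effect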
APP transl inh: inhibitors of APP translation via 5'UTR reporter, primary screen, APP 5'UTR luciferase, SH-SY5Y cells. SH-SY5Y APP 5'UTR-luciferase reporter, luminescence. inhibition, % at 2 µM. hit rate 0.82% among 190,000. AID 1285, 2008;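 active = inhibition above a set limit, derived from the sample mean plus 3 SD, cut at about 45% in these data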; note: values of inactives mirror those of a sister screen read the other way
TNAP act hiacc: TNAP activators at high phosphate acceptor level, primary screen, biochemical, luminescence, uHTS; Alkaline phosphatase, tissue-nonspecific isozyme (Homo sapiens), P05186; activation factor at 20 µM; AID 1136, 2008; purified TNAP, CDP-star luminescence, 1 M DEA, 30 min; stronger effect = higher value; 0 = EDTA background, 1 = DMSO-only activity; 200,000 tested, under 10 active;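 active = activation factor at least 2 at 20 µM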
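Test system – human TNAP · Doses – 20 µM single point · Incubation – 30 min, room temperature · Signal – luminescent substrate turnover signal · Read-out basis – activation factor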
FLuc act counter: FLuc activators, initial screening, artefact control for FLuc-dependent activation tests, biochemical, ATPlite luminescence; Luciferin 4-monooxygenase (Photinus pyralis), P08659; ATPlite luciferase biochemical, 10 min; 0 = ATP-free wells, 1 = DMSO control; activation factor at 10 µM; 200,000 tested, under 10 active; AID 1027, 2008;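 active = luciferase activation factor, scaled between plate controls, of at least 2 with compound at 10 µM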
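Assay system: Luciferase/luciferin detection reagent, cell-free biochemical luciferase assay / Also added: ATP substrate / Schedule: 10 min at ambient temperature / Measured by: luminescence measurement of luciferase light output / Benchmarks: low control with PBS replacing ATP, high control enzyme plus ATP without compound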
RAM inhibit: inhibitors of the yeast RAM network, primary screen, dse1pr::URA3 reporter, 5-FOA selection; inhibition, % at 50 µM; hit rate 1.8% among 190,000; S. cerevisiae dse1pr::URA3 reporter, 5-FOA growth OD615, 2 d; analog-sensitive cbk1-as2 kinase mutant strain; AID 868, 2007;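 active = inhibition above a set limit, 3 SD over mean compound inhibition, cut at about 8.4% in these data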;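 note: 0% = DMSO-only wells with no growth and 100% = 10 µM 1-NA-PP1 full growth; inhibition rescues growth on 5-FOA so higher OD means more RAM inhibition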
An asterisk follows results filed as active; x = no result given.

SMILES	FLuc inh counter	bIAP activator	TNAP inh noacc	bIAP inh	L major viab	TNAP inh hi DEA	APP transl inh	TNAP act hiacc	FLuc act counter	RAM inhibit
CCCCOc1cccc(C(=O)N(Cc2ccco2)C2CCS(=O)(=O)C2)c1 (stereo not given)	-7	1	-13	0	-2	-9	1	1.1	1.1	-1.4
Cc1cccc(NS(=O)(=O)c2cc(C(=O)N3CCCC3)ccc2Cl)c1	-2	1.1	-1	-8	17	7	6	0.9	1	-1.0
CCOC(=O)C1CCCN(Cc2cccc(Cl)c2)C1 (stereo not given)	-5	0.9	-13	7	-1	-4	-18	1	1.1	-0.4
CCOC(=O)CSC1=C(C#N)C(c2ccccc2OCC)C(C#N)C(=O)N1 (stereo not given)	-7	1	-11	-3	-5	-4	3	1	1.1	0.5
CCOC(=O)c1sc(NC(=O)CSc2nnnn2-c2ccc(C)cc2)c(C(=O)OCC)c1C	-4	0.8	-18	22	-1	-4	-11	1	1	5.8
Cc1ccc(N(CC(=O)Nc2ccc(S(=O)(=O)N3CCOCC3)cc2)S(C)(=O)=O)cc1C	0	1.2	10	-18	7	-2	8	1	1	1.3
Cc1ccc(Sc2ncccc2C(=O)NC2CCCCCC2)cc1C	-5	0.9	-4	12	-5	-1	24	1	1	3.5
Cc1cc(C(F)(F)F)c(C#N)c(N2CCOCC2)n1	5	1	-3	4	-7	2	-3	1	1	0.3
COC(=O)c1ccc(NC(=O)C(=O)N2CCN(C(=S)Nc3ccc(OC)cc3)CC2)cc1	-7	0.9	-11	9	31	2	8	1	1.1	3.6
COc1cccc(Cn2cccc(NC(=O)Nc3ccc(C#N)cc3)c2=O)c1	-5	1	-7	1	-4	-2	0	1	1	2.5
CCN(CC)CCCN1C(=O)CSC1c1ccc([N+](=O)[O-])cc1 (stereo not given)	-2	0.9	-11	10	76*	-7	3	1.1	1	1.5
CCc1cccc(NC2c3ccccc3C(=O)N2c2cccnc2)c1 (stereo not given)	-3	1	4	5	0	-2	6	1	1	0.9
CCCCNC(=O)C(=O)c1ccccc1NC(C)=O	-2	1	-6	1	-3	-2	1	1	1	3.1
O=C(CSc1nnc(-c2ccc3c(c2)OCCO3)o1)NC1CCCCC1	2	1	-13	0	-8	-8	-2	1.1	1	x
CN(C)c1ccc(C=NCCc2ccc(S(N)(=O)=O)cc2)cc1	-6	1	-7	3	4	-3	23	1	1.1	0.1
CCN(CC)C(=O)C1CCCN(c2ccc([N+](=O)[O-])cc2/C=N/NC(=O)c2cccc([N+](=O)[O-])c2)C1 (stereo not given)	-6	1	-2	-2	3	1	-4	1	1.1	0.4
N#Cc1cc(-c2ccccc2)nnc1Oc1ccccc1	-2	1	-3	1	14	0	7	1	1	2.3
Cc1ccc(S(=O)(=O)NCC(=O)OCC(=O)Nc2ncc(Cl)cc2Cl)cc1	-5	1.1	-9	-6	-7	1	-8	1	1	2.5
Cc1ccc(C)c(OC(=O)c2cncc(Br)c2)c1	-4	1	9	1	-5	1	0	1	1	0.8
O=C(COC(=O)c1ccccn1)Nc1ccccc1OC(F)F	-6	1	-13	-4	-14	-4	-4	1	1.1	0.7
CCC(C(=O)Nc1ccccc1C(=O)N1CCCC1)N1C(=O)c2ccccc2C1=O (stereo not given)	-23	1	-8	4	-3	-6	5	1.1	1.2	1.3
CCN(CC)c1ccc(C(=O)OCC(=O)NC2CCCCC2C)cc1 (stereo not given)	-7	0.9	-16	10	1	-4	-6	1	1.1	0.8
C/C(N)=C(/C#N)C(=O)CSc1nc(C2CCCCC2)n(-c2ccccc2)n1	0	0.9	10	6	16	-1	15	1	1	-0.3
CCOCc1nnc(NC(C)=O)s1	-4	1	-5	4	-4	-1	-17	1	1	0.0
CCOC(=O)c1cnc(-n2nc(C)cc2C)nc1NCc1ccccc1	-2	1	-3	-1	90*	-3	7	1	1	2.5

Next section:
SMILES	FLuc inh counter	bIAP activator	TNAP inh noacc	bIAP inh	L major viab	TNAP inh hi DEA	APP transl inh	TNAP act hiacc	FLuc act counter	RAM inhibit
O=C(O)C1C2C=CC(C2)C1C(=O)NC1CCS(=O)(=O)C1 (stereo not given)	4	0.9	-4	7	-10	2	0	1	1	-0.3
CC(C)NC(=O)c1ccccc1S(=O)(=O)c1ccccc1C#N	-4	1	-6	5	-4	1	-2	1	1	-0.9
Cc1cc(C)cc(Nc2nc(-c3ccc(S(=O)(=O)N4CCCC4)cc3)cs2)c1	-6	1	-5	-2	99*	-5	16	1.1	1.1	4.0
CC1CCN(S(=O)(=O)c2ccc(Cl)cc2Br)CC1	0	0.6	-9	43	4	3	-21	1	1	1.5
Cc1[nH]nc(SCC(=O)Nc2cccc(O)c2)c1[N+](=O)[O-]	4	1	0	3	-6	1	-15	1	1	1.2
CC(=O)Nc1ccc(NC(=O)C2CC(=O)N=C(N)S2)cc1 (stereo not given)	-3	1	-11	-3	-4	2	-2	1	1	1.6
CC1=C(C#N)C2C(/C1=N/O)C2(C)C (stereo not given)	-3	0.9	-8	14	0	-5	-7	1.1	1	3.1
CCC(=O)NC(=S)NNC(=O)c1ccc([N+](=O)[O-])cc1	2	1.3	-10	-30	97*	0	3	1	1	0.1
Cc1ccc(C2CC(C(F)F)n3ncc(C(=O)Nc4cnn(Cc5ccccc5C)c4)c3N2)cc1 (stereo not given)	-5	1	-8	-1	43	-7	-2	1.1	1.1	4.1
CCc1ccc(NC(=S)Nc2cccc3cnccc23)cc1	2	0.8	3	17	2	-3	-11	1	1	0.8
CCN(Cc1ccccc1)Cc1cccc([N+](=O)[O-])c1	-4	0.8	-9	18	1	0	8	1	1	2.7
O=C(NCCN1CCOCC1)c1ccc(Cl)c(S(=O)(=O)N2CCCCCC2)c1	2	1.1	1	-5	-3	-5	-5	1	1	2.1
COc1ccc(C(=O)/C=C/C(=O)N(Cc2ccccc2OC)C(C(=O)NC2CCCCC2)c2ccncc2)c(O)c1 (stereo not given)	-8	0.7	11	25	99*	-5	-4	1	1.1	-0.1
COc1ccc(C(=O)CN2C(=O)NC(C)(c3ccc(C)cc3)C2=O)cc1OC (stereo not given)	-3	1	-16	3	11	-2	9	1	1	2.0
O=C1CN(C(=O)Cn2ncc(Cl)c(Cl)c2=O)c2ccccc2N1	-6	0.7	-10	31	74*	-5	90*	1.1	1.1	0.0
N#CCSc1nc(-c2ccccc2)cs1	5	0.6	-6	42	-3	2	-19	1	1	-0.4
Cc1ccc([N+](=O)[O-])cc1NC(=O)CN(C(=O)c1ccccc1Cl)C1CCCCC1	-2	0.8	4	18	34	7	-4	0.9	1	3.6
Cc1ccc2c(c1)NC(=O)C(CC(=O)NCCN(CC(C)C)CC(C)C)O2 (stereo not given)	0	0.9	-11	11	-6	-2	-13	1	1	1.0
CCOC(=O)c1cc(C#N)c(SCC(=O)c2cc(C#N)c(SC)nc2C)[nH]c1=O	-6	0.8	7	19	-10	-6	-6	1.1	1.1	6.2
O=C(CCc1nnc(CCCCc2ccccc2)o1)NCCN1CCCCC1=O	-6	1	-8	0	-6	-2	-3	1	1.1	1.2
CCCOc1ccc(N2C(=O)CC(NNC(=O)c3ccc(COc4ccccc4)o3)C2=O)cc1 (stereo not given)	-9	1	-20	-4	-2	-3	-16	1	1.1	5.7
Cc1cc(C)c2nc(SCC(=O)NCCC3=CCCCC3)cc(C)c2c1	-16	0.9	8	12	-2	-1	12	1	1.2	7.7
Cc1ccc2sc(NNC(=O)c3cc(=O)c4ccccc4o3)nc2c1C	15	1.1	-84	-14	1	14	-11	0.9	0.8	1.4
COc1cccc(C2CC(c3cccs3)=NN2C(=O)CSc2nc3ccccc3o2)c1OC (stereo not given)	-3	0.8	10	20	3	1	-3	1	1	4.0
CCCCOc1ccccc1NC(=O)C=C(C)C	-2	0.9	-12	15	4	-4	-5	1	1	-0.7
CC(C)Sc1nc2c([nH]c3ccccc32)c(=O)n1C	-3	1	-10	2	-8	1	0	1	1	3.5
O/N=C/c1ccc(OCc2ccccc2)c(Cl)c1	39	0.9	-7	9	2	0	-117	1	0.6	-2.2

Reformatted: entries from further up.
SMILES: CC1=C(C#N)C2C(/C1=N/O)C2(C)C (stereo not given)
  FLuc inh counter: -3 | bIAP activator: 0.9 | TNAP inh noacc: -8 | bIAP inh: 14 | L major viab: 0 | TNAP inh hi DEA: -5 | APP transl inh: -7 | TNAP act hiacc: 1.1 | FLuc act counter: 1 | RAM inhibit: 3.1

SMILES: CCC(=O)NC(=S)NNC(=O)c1ccc([N+](=O)[O-])cc1
  FLuc inh counter: 2 | bIAP activator: 1.3 | TNAP inh noacc: -10 | bIAP inh: -30 | L major viab: 97* | TNAP inh hi DEA: 0 | APP transl inh: 3 | TNAP act hiacc: 1 | FLuc act counter: 1 | RAM inhibit: 0.1

SMILES: Cc1ccc(C2CC(C(F)F)n3ncc(C(=O)Nc4cnn(Cc5ccccc5C)c4)c3N2)cc1 (stereo not given)
  FLuc inh counter: -5 | bIAP activator: 1 | TNAP inh noacc: -8 | bIAP inh: -1 | L major viab: 43 | TNAP inh hi DEA: -7 | APP transl inh: -2 | TNAP act hiacc: 1.1 | FLuc act counter: 1.1 | RAM inhibit: 4.1

SMILES: CCc1ccc(NC(=S)Nc2cccc3cnccc23)cc1
  FLuc inh counter: 2 | bIAP activator: 0.8 | TNAP inh noacc: 3 | bIAP inh: 17 | L major viab: 2 | TNAP inh hi DEA: -3 | APP transl inh: -11 | TNAP act hiacc: 1 | FLuc act counter: 1 | RAM inhibit: 0.8
